# TTR transcr act = TTR transcription activators in neuroblastoma reporter cells, primary screen, cell-based, luminescence, SH-SY5Y, TTR promoter Gaussia luciferase; activation, % at 16.7 µM; 100% = recombinant luciferase protein wells; AID 1117267, 2014; 92,000 tested, 1.3% active;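 active = activation above the mean of all tested compounds plus 3 SD, cut at about 9.5% in these data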;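 also: cells exposed to compounds for one day before reading; 0% = median of all test compound wells on the plate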
# Active calls of the source: *. This is a subset; count on the stated rates, not on these rows.
mol	TTR transcr act
Cc1cc(OCC(=O)OCC(=O)NCCN2C(=O)CSC2=O)ccc1Cl	-1.0
CC(C)c1nnc(NC(=O)c2cccc(NC(=O)C(F)(F)F)c2)s1	-1.7
CCCCN(C(=O)C1CC(=O)N(CCc2ccc(OC)c(OC)c2)C1)c1c(N)n(CC(C)C)c(=O)[nH]c1=O (stereo unspecified)	1.6
O=C1CC(N2CCN(c3ccc(C(=O)c4ccc(F)cc4)cc3)CC2)C(=O)N1 (stereo unspecified)	-1.1
O=C(CCC(=O)c1ccccc1)Nc1ccccc1OC(F)F	-1.6
Brc1ccc(-c2n(-c3ccccn3)c3ccccc3[n+]2-c2ccccn2)cc1	-0.3
COc1ccc(CNC(=O)C(CCSC)NC(=O)c2ccco2)cc1 (stereo unspecified)	1.1
O=C(c1ccc2c(=O)n(-c3ccccc3)c(=S)[nH]c2c1)N1CCCCC1	-0.1
COC(=O)[C@@]12C[C@@H](CC(=O)N3CCN(C(=O)C4CC4)CC3)C(=O)N(Cc3ccco3)C1=CCC(C)(C)C2	1.5
Cc1noc(C)c1CCC(=O)N1CCCC(N2CCN(c3ccc(F)cc3)CC2)C1 (stereo unspecified)	1.0
COc1cc(NC(=O)c2ccc(Cl)cc2Cl)ccc1-c1cc2ccccc2oc1=O	-2.3
N#C/C(=C\c1ccc(-c2ccccc2Cl)o1)C(=O)Nc1nc2ccccc2s1	0.5
CCN(CC)S(=O)(=O)c1cccc(C(=O)N[C@H](C(=O)NC2=NCCS2)C(C)C)c1	3.6
Cc1ccc(S(=O)(=O)Nn2cnnc2)cc1	0.3
Cc1ccc(NC(=O)CN(C)C2CCCCC2)cc1Cl	1.0
O=C(O)c1cc2nc3c(c(C(F)(F)F)n2n1)CCCC3	-0.7
CCC1(C)NC(=O)N(CC(=O)Nc2sc3c(c2C(N)=O)CCC3)C1=O (stereo unspecified)	1.1
C=CCNc1nc(C(=O)OCC)nc2ccccc12	2.4
S=C(Nc1ccccc1)N1N=CCC1c1ccccc1 (stereo unspecified)	0.8
COc1cc(C(=O)NC(=S)NNC(=O)c2cnccn2)cc(OC)c1OC	0.1
COc1cc(OC)cc(C(=O)NCCc2ccc(OC)c(OC)c2)c1	1.4
O=C1CCC[C@H]2C[C@H](NCc3cccnc3)CC[C@]23CCCN13	1.9
COCCn1c(SCC(=O)Nc2ccc3c(c2)OCCO3)nnc1-c1c[nH]c2ccccc12	-0.9
CC(C)c1ccc(-c2nnc(N)s2)cc1	-1.3
CS(=O)(=O)c1ccc2nc(NC(=O)CN3CCN(Cc4ccccc4)CC3)sc2c1	3.3

# Exported with each value named: entries from further up
COc1cc(NC(=O)c2ccc(Cl)cc2Cl)ccc1-c1cc2ccccc2oc1=O
  TTR transcr act: -2.3
N#C/C(=C\c1ccc(-c2ccccc2Cl)o1)C(=O)Nc1nc2ccccc2s1
  TTR transcr act: 0.5

# Next records.
mol	TTR transcr act
COc1ccc(-c2c3c(=O)n(C)c(=O)n(C)c3cn2-c2ccc(O)cc2)cc1	-1.9
O=C(Cc1ccc(Cl)cc1)NNC(=S)NC(=O)c1cccs1	0.1
O=C(Nc1ccccc1)c1ccc(=O)n(Cc2cccc(Cl)c2)c1	0.0
CCc1cc2c(=O)c(-c3ccc4c(c3)OCCO4)coc2cc1OS(C)(=O)=O	-2.2
O=C(Cn1cnc2ccccc2c1=O)NCC1COc2ccccc2O1 (stereo unspecified)	-0.7
COC(=O)C1=C(C)N(Cc2ccc(C)cc2)C(=O)/C1=C\c1cc(OC)c(OC)c(OC)c1	-1.5
C[C@@H](NC(=O)[C@@H]1Cc2ccccc2CN1C(=O)OC(C)(C)C)C(=O)NCc1ccco1	2.5
C=CCNCCCCOc1ccc(C)cc1[N+](=O)[O-]	-0.3
CC1CN(C2CCN(C(=O)c3cccc(Cl)c3)CC2)CC(C)O1 (stereo unspecified)	4.8
Cc1ccccc1S(=O)(=O)NC(=NCc1ccc(F)cc1)c1ccccc1	1.2
COc1ccc2oc(=O)c(C(=O)Nc3ccccc3O)cc2c1	-3.2
CCC(=O)c1c(NCCc2ccccc2)cc(C)oc1=O	-1.5
COc1ccc(NS(=O)(=O)c2ccc3[nH]c(=O)[nH]c3c2)cc1OC	-0.7
CCSc1ncc(Cl)c(C(=O)Nc2ccccc2OC)n1	0.6
Cc1ccc(N2CCN(/N=C/c3ccncc3)CC2)cc1	-2.5
COCCNc1nc(NCCOc2ccccc2Cl)c2sc(-c3ccccc3)cc2n1	-2.3
Cc1ccc(C(=O)N[C@H](C(=O)OCc2nnc(-c3ccccc3)o2)C(C)C)cc1	-1.6
Cc1nnc(NC(=O)CSc2nc3ccccc3[nH]2)s1	1.0
CSc1ccccc1C(=O)Nc1ccccc1C(=O)N1CCCC1	-1.2
O=C(CCN1CCN(C(=O)c2ccco2)CC1)Nc1ccc(F)cc1	0.2
CC12CCC(=O)N1C(C(=O)NCCN1C(=O)S/C(=C\c3ccccc3Cl)C1=O)CS2 (stereo unspecified)	0.1
O=C(N/N=C/c1ccc[nH]1)c1cc2ccccc2cc1O	-1.7
Cc1ccccc1Cn1nc(C)c(NC(=O)c2cc3n(n2)C(C(F)F)CC(C(F)F)N3)c1C (stereo unspecified)	-2.0
CC1Cc2ccccc2N1C(=O)COC(=O)c1n[nH]c(=O)c2ccccc12 (stereo unspecified)	-1.1
COc1ccc(OC)c([C@@H]2OCCC=C[C@H]2C)c1	-2.6
COC(=O)C1=C(C)Nc2[nH]c(=S)[nH]c(=O)c2C1c1ccc(O)cc1 (stereo unspecified)	6.6
COc1ccc(C2CC(=O)Oc3cc(C)c(Cl)cc32)cc1 (stereo unspecified)	-1.6
CCOc1ccc(N/N=C(/C#N)C(N)=O)cc1	4.4
NC(=O)N/N=C/CCc1ccccc1	1.4
CCC(NC(=O)c1cc(COc2ccc(F)c(F)c2)on1)c1ccncc1 (stereo unspecified)	0.6
CC(C)OCCCn1c(=O)c2ccccc2n2c(CCC(=O)N3CCN(c4ccccn4)CC3)nnc12	0.3
CCOC(=O)NC(=O)C(=CNc1cccc(OC)c1)C(=O)NC(=O)OCC	0.0
O=C(Nc1ccncc1)c1ccc(F)cc1	1.0
C[C@@H]1CN([C@H](C)CO)C(=O)c2cc(Br)cnc2O[C@H]1CN(C)C(=O)CC1CC1	-0.6
CN(CC(=O)Nc1ccc(F)cc1)CC(=O)Nc1ccc(F)c(F)c1F	3.5
Cc1cccc(NC(=S)N=Nc2c(O)n(C)c3ccc(S(=O)(=O)N4CCOCC4)cc23)c1	-1.6
Cc1cc(C)c2nc(/N=C(\N)NC(=O)c3ccccc3)nc(C)c2c1	-0.1
CC(C)[C@@H]1NC(=O)N(c2ccc(Oc3ccccc3)cc2)C1=O	0.1
O=C(CN1C(=O)c2cccc3cccc1c23)N1CCN(c2ccccc2)CC1	0.6
CCOC(=O)c1nc2nc(-c3cccs3)cc(C(F)(F)F)n2n1	1.9
Cc1ccc(CCC(=O)Nc2ncc(Cc3cc(Cl)ccc3Cl)s2)o1	0.3
CCOc1cc(Br)cc(C(c2c(C(=O)O)[nH]c3ccccc23)c2c(C(=O)O)[nH]c3ccccc23)c1O	1.1
COc1ccc(C(C(=O)NC2CCCC2)N(CCN(C)C)C(=O)c2snc(C(N)=O)c2N)cc1 (stereo unspecified)	0.6
COC(=O)c1ccc(NC(=O)COC(=O)c2cccc3c(=O)c(C)c(-c4ccccc4)oc23)cc1	0.5
Cc1ccc(NC(=O)/C(C#N)=C/c2ccc(Sc3nc(C)cc(C)n3)o2)cc1	-0.5
CCc1nc2ccc(C(=O)NCCN3CCNC3=O)cn2c1N(CC)CCOC	-1.2
CC(=O)NCCNc1ccc([N+](=O)[O-])cc1C#N	0.9
CN(C)N=Nc1nc2c([nH]1)c(=O)n(C)c(=O)n2C	-0.5
CSc1nc(O)c(C(c2ccccc2Cl)c2c(O)nc(SC)[nH]c2=O)c(=O)[nH]1	1.7
CCCCCCCCN1C(=O)[C@@H](CC(=O)N2CCSCC2)C[C@@]2(C(=O)OC)C1=C[C@H](C(C)C)O[C@@H]2C1CC1	-1.3

# Brought forward from above: 3 compounds, then new ones.
SMILES	TTR transcr act
CN(C)N=Nc1nc2c([nH]1)c(=O)n(C)c(=O)n2C	-0.5
CSc1nc(O)c(C(c2ccccc2Cl)c2c(O)nc(SC)[nH]c2=O)c(=O)[nH]1	1.7
CCCCCCCCN1C(=O)[C@@H](CC(=O)N2CCSCC2)C[C@@]2(C(=O)OC)C1=C[C@H](C(C)C)O[C@@H]2C1CC1	-1.3
Cc1ccccc1C(=O)OCc1cnc(Cl)s1	-2.1
COCCN1CCN(Cc2cn[nH]c2-c2cc3ccccc3o2)CC1	3.0
Cc1ccnc(NS(=O)(=O)c2ccc(NC(=O)CCS(=O)(=O)c3ccccc3)cc2)n1	0.1
Cc1ccc(S(=O)(=O)N(C)c2ccc(C(=O)N3CCC(C(N)=O)CC3)cc2)cc1	-2.1
O=C(c1ccc(Cn2c(=S)[nH]c3ccc(Br)cc3c2=O)cc1)N1CCN(C2CCCCC2)CC1	2.5
CC(=O)Nc1ccc2c(c1)NC(=O)CC2	0.6
Cc1ccccc1CN(C)C(=O)COC(=O)c1ccc2[nH]c(C)c(C)c2c1	-2.8
O=C(NNC(=O)c1cncc(Br)c1)c1ccncc1	1.3
CCC[C@H]1[C@@H](OC(=O)NCc2cccc(Cl)c2)CC[C@@]23CCCN2C(=O)CCC[C@@H]13	-2.1
Cn1c(N)c(C(=O)N2CCN(c3ccccc3)CC2)c(=O)n(C)c1=O	-0.7
O=C(c1ccc(CS(=O)Cc2ccc(Cl)cc2)o1)N1CCN(c2cccc(Cl)c2)CC1 (stereo unspecified)	-1.3
O=C1CC(Nc2ccc(N3CCOCC3)cc2)C(=O)N1c1ccccc1F (stereo unspecified)	-1.5
COc1cc2c(cc1OC)C1=C(C#N)CC/C(=N\S(=O)(=O)c3cccc(Cl)c3)N1CC2	0.7
O=C(COc1ccccc1[N+](=O)[O-])N(Cc1ccccc1)c1ccccn1	-0.1
Cc1nc(NS(=O)(=O)c2ccccc2)sc1NC(=O)OCCN(C)C	4.9
Nc1sc(-c2ccccc2)cc1C(=O)N/N=C/c1ccc(Cl)cc1	2.1
COc1ccc2c(CCNC(=O)Nc3ccccc3)c[nH]c2c1	-1.2
Cc1ccc(-n2c(=O)c3ccccc3n(CC(=O)C(C)(C)C)c2=O)cc1	-0.8
CCc1cc(=O)oc2c(C)c(OC(C)C(=O)N3CC[C@@]4(O)CCCC[C@H]4C3)ccc12 (stereo partly specified)	-0.7
CCOC(=O)N1CCN(C(=O)Cn2nc(-c3ccc(Cl)cc3)ccc2=O)CC1	2.1
COc1ccc(NC(=O)c2ccc(-c3ccc([N+](=O)[O-])cc3)o2)cc1	1.3
COc1ccc(-c2coc3c(C(=O)NCC4CCOCC4)cccc23)c(C)c1	-4.0
CC(C)N(C=O)C1(C(=O)NC2CCCCC2)CCCCC1	-0.8
CCN(CC)C(c1ccc(F)cc1)c1nnnn1C1CCCCC1 (stereo unspecified)	2.3
ON=C1/C(=N\O)CC2(C/C1=N/O)OCCO2	-0.3
CCCC(NS(=O)(=O)c1ccc(Br)cc1)C(=O)O (stereo unspecified)	0.3
Cc1nc(N)sc1N=Nc1ccccc1C(F)(F)F	3.8
Cc1ccc(/C=N/NC(=O)CNC(=O)c2ccc(S(=O)(=O)N(C)C)cc2)o1	0.3
C=CCOC1COC2C(OCC=C)COC12 (stereo unspecified)	-1.5
C=CCn1c(C)cc(C(=O)CN2NS(=O)(=O)c3ccccc3C2=O)c1C	0.3
C=CCN1CC2(c3ccccc3)CN(CC=C)CC(c3ccccc3)(C1)C2=O	-1.1
C/C(CCc1ccco1)=N/NC(=O)CCC(=O)Nc1cccc(Cl)c1	-0.4
Cc1ccc(C)c(NC(=S)N(Cc2ccc(Cl)cc2)Cc2ccc(C(=O)O)cc2)c1	-1.9
Cc1c(C(=O)N2CCC(C)CC2)oc2ccc3c(c12)C(O)CC1(CCCCC1)O3 (stereo unspecified)	-2.7
O=S(=O)(N/N=C/c1cccnc1)c1ccc(Cl)c(Cl)c1	0.7
CCOC(=O)c1ccccc1NC(=O)c1ccc(F)cc1	-0.6
Nc1ccccc1C(=O)N/N=C1\C2CN3CCN(C2)CC1(c1ccccc1)C3	-1.6
COC(=O)Cc1ccc(N(Cc2ccccc2F)S(=O)(=O)c2ccc(Cl)cc2)cc1	0.2
CC(=O)Oc1ccc2ccccc2c1C(NC(=O)Cc1ccccc1)c1ccccc1Cl (stereo unspecified)	-2.6
Cc1cc(-c2ccccc2)nc2oc(C(=O)NN)c(N)c12	0.8
COc1cc2c(cc1OC)C(c1ccccc1N)=NCC2	-1.0
Cc1cccc2sc(NC(=O)CSc3cn[nH]n3)nc12	5.6
O=C(Cn1cncn1)NCc1cccc(OC(F)F)c1	-2.6
Cc1ccc(N(CC(=O)NC(C)C)C(=O)CCC(=O)Nc2ccccn2)c(C)c1	-0.4
CC1Cc2ccccc2N1C(=S)NC(=O)c1ccco1 (stereo unspecified)	-0.5
COc1cccc(CNC(=O)CCCc2nnc3n(C)c(=O)c4sccc4n23)c1	-0.4
C=CCOc1ccc(C2CC(C)=NN2c2ccccc2)cc1 (stereo unspecified)	2.1
CC(C)n1cnc2c(Nc3ccc(F)c(Cl)c3)nc(NCCO)nc21	-0.5
CCOC(=O)c1sc(SC)c(C(C)=O)c1C	-0.1
CSc1ncnc2c1ncn2CCCN1CCN(C(=O)C2CC2)CC1	-0.2
COc1cc(C(=O)NC(=S)Nc2ccc(Cc3ccncc3)cc2)cc(OC)c1OC	-1.6
O=C(NNC1=NCCC1)c1cccc(S(=O)(=O)N2CCCCC2)c1	12*
COc1ccc(C2CC(=O)Nc3cc(OC)c(OC)cc32)cc1 (stereo unspecified)	0.0
O=C(CCC1CCCC1)NCCS(=O)(=O)N1CCN(c2ccc(F)cc2)CC1	0.0

# Compounds shown so far with a tert-butyl group, in the order listed:
SMILES	TTR transcr act
C[C@@H](NC(=O)[C@@H]1Cc2ccccc2CN1C(=O)OC(C)(C)C)C(=O)NCc1ccco1	2.5
Cc1ccc(-n2c(=O)c3ccccc3n(CC(=O)C(C)(C)C)c2=O)cc1	-0.8

# Assay outcomes: PubChem BioAssay, The Scripps Research Institute Molecular Screening Center
